Assay outcomes from PubChem BioAssay.
KB-3-1 cytotox: kills parental KB-3-1 adenocarcinoma cells | KB-3-1 viability, CellTiter-Glo ATP luminescence, 72 h | Potency, µM (doses to about 46.1 µM), without a hit: at the top dose activity change, negative = cytotoxic, actives largely listed as cytotoxic | hit rate 1.4% among 400,000; further: potency means the concentration at half of the fitted maximal effect; on the % scale 0 is the no-effect control and ±100 the full control effect; nearly all actives have a fitted effect of over 60% in size
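Multi-concentration cytotoxicity screen in KB-3-1 cells grown in DMEM lacking phenol red with 10% FBS. After 72 h at 37 °C with compound, ATP-dependent luminescence was recorded.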
HT1080 IDH1KD tx: kills HT-1080 cells with IDH1 knockdown | HT-1080 IDH1 knockdown viability, ATP luminescence, 48 h | Potency, µM (doses to about 46.1 µM), without a hit: at the highest dose activity, negative = toxicity, hits mostly cytotoxic | hit rate 2% among 360,000 | AID 686971;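 further: potency means the concentration at half of the fitted maximal effect; 0% = DMSO wells and -100% = cell-free medium wells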
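Viability of IDH1-knockdown HT-1080 fibrosarcoma cells was assessed by CellTiter-Glo after 48 h at 37 °C with titrated compound; concentration-effect curves were classified by fit quality and response size.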
HT1080NT lethal: kills 2HG-producing HT-1080-NT fibrosarcoma cells | HT-1080-NT fibrosarcoma viability, CellTiter-Glo ATP luminescence, 48 h | Potency, µM (series often up to 46.1 µM), without a hit: top-dose activity, negative = less viability, hits mostly cytotoxic | hit rate 1.6% among 360,000 | AID 686970;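 further: NT is the 2HG producing partner of a matched IDH1 knockdown line; potency means the concentration at half of the fitted maximal effect; 0% = DMSO-treated cells and -100% = media-only wells without cells; nearly all actives have a fitted effect of over 55% in size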
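Luminescent CellTiter-Glo readout after 48 hours of compound exposure at 37 degrees C defined viability of HT-1080-NT cells. Activity was normalized to DMSO wells and cell-free media wells; concentration-response curves were fitted and assigned curve classes.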
D3 antag: D3 dopamine receptor (human) antagonism; P35462; hit rate 2.5% among 360,000; max response, negative = inhibition, %; AID 652054; D3R cells, DiscoveRx beta-arrestin luminescence, antagonist mode; active compounds read low; in the data active means max response below about -50%; inconclusive means no clear call, values can overlap the other calls; further: on the % scale 0 is the no-effect control and ±100 the full control effect; mostly tested at two doses, the higher about 12 µM
Target sequence (P35462 whole entry, looked up): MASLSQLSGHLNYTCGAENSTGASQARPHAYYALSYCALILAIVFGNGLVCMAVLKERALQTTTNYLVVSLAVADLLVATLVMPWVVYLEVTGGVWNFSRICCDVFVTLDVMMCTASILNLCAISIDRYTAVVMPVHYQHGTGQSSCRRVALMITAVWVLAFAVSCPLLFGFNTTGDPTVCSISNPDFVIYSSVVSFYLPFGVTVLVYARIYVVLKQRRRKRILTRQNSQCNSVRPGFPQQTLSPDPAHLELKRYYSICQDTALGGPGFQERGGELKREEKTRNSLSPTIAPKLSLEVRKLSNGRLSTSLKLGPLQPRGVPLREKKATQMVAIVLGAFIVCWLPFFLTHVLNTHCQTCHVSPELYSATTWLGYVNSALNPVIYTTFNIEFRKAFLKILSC
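Cells expressing the human receptor were seeded at 1500 cells/well, incubated overnight at 37 degrees C in 5% CO2, then exposed to library compounds with dopamine controls for 90 minutes at 37 degrees C before luminescent detection.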
GLP1R ag: activates the human GLP-1 receptor | P43220 | HEK293 GLP-1R CRE-luciferase, luminescence, 4-6 h; cells express a hypersensitive GLP-1R form | hit rate 0.007% among 380,000 | Potency, µM (titrated, usually from 45.6 µM), for inactives: at the top dose activation, hits mostly activators | AID 624172; further: potency means the concentration at half of the fitted maximal effect; % of control where 0% means no effect
Target sequence (P43220 whole entry, looked up): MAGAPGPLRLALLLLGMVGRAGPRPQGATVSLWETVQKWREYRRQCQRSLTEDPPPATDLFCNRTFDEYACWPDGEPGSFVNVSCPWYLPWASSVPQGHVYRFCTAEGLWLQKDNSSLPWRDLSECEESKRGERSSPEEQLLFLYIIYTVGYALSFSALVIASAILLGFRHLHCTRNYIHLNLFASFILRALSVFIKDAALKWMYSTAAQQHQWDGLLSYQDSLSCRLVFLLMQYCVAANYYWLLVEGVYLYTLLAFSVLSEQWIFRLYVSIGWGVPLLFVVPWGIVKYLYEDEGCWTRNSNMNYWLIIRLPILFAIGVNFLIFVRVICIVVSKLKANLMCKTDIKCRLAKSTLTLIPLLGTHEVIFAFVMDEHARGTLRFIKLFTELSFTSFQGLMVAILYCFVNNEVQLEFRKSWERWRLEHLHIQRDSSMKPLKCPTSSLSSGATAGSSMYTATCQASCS
KB-V1 cytotox: kills drug-selected multidrug resistant KB-V1 cells. KB-V1 MDR cells viability, CellTiter-Glo, 72 h. AID 1347076. hit rate 3.4% among 400,000. Potency, µM (doses to about 46.1 µM), for the others: at the top dose activity change, negative = cytotoxicity, usual class: cytotoxic; further: potency means the concentration at half of the fitted maximal effect; on the % scale 0 is the no-effect control and ±100 the full control effect; nearly all actives have a fitted effect of over 60% in size
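In this primary screen, KB-V1 cells overexpressing P-gp are incubated with library compounds (lowest to highest concentration) for 72 h at 37 degrees C before a luminescent ATP viability read.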
SW480 rereplic: inducers of DNA re-replication in SW480 colon cancer cells; SW480 DNA re-replication, Hoechst DNA content imaging, 48 h; Potency, µM (series often up to 46.1 µM), without a hit: at the highest dose re-replication activation, hits mostly activators; hit rate 1.8% among 340,000; further: potency means the concentration at half of the fitted maximal effect; % of control where 0% means no effect; nearly all actives have a fitted effect of over 55% in size
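Per well, 250 cells were exposed to pinned compound for 48 hr. Nuclear DNA was visualised with Hoechst (40 min, 37 C) and total object intensity recorded by fluorescence scanning.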
D3 ag: activates the human D3 dopamine receptor. P35462. max activation, %. D3R DiscoveRx beta-arrestin cells, luminescence, 90 min. AID 652048. hit rate 0.58% among 410,000; in the data active means max activation above about 30%; further: 0% is about no effect; mostly tested at two doses, the higher about 12 µM
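Agonist-mode cell screen: cells plated at 1500/well and incubated overnight at 37 °C, then exposed to library compounds for 90 min at 37 °C. Detection reagent was added for 30–60 min at room temperature, and luminescence was read.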
IL1B secr inh: inhibitors of inflammasome signaling (IL-1 beta secretion); THP-1 LPS/ATP IL-1B secretion, AlphaLISA, 16 h; active compounds read low; activity change, % at 57.5 µM; hit rate 4.7% among 360,000; in the data active means activity change below about -50%; inconclusive means mostly about -30% to -49%; further: on the % scale 0 is the no-effect control and ±100 the full control effect
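Secreted IL-1B measured by AlphaLISA bead assay after 16 h compound exposure of THP-1 cells; compounds (final up to 57.5 uM) added 1 h before LPS (250 ng/mL) and ATP (1.25 mM) stimulation; lower signal means less secretion.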
The depositor's hits bear a star; i = inactive; ? = inconclusive; · = not tested or not shown; & = joins results of further samples; [ ] = remark or other dose. Unless noted, the call rests on the fitted dose curve; in most records, active means well fitted curve in the direction sought with a large enough effect; inconclusive means small, poorly fitted or top-dose-only effect, or another doubt; inactive means no such curve, though single readings can be large; an effect the other way counts as inactive or inconclusive.

SMILES | KB-3-1 cytotox | HT1080 IDH1KD tx | HT1080NT lethal | D3 antag | GLP1R ag | KB-V1 cytotox | SW480 rereplic | D3 ag | IL1B secr inh
COc1ccccc1NC(=O)c1ccc(CSc2ccccc2)o1 | -5% | 15% | -1% | 10 | -2% | ? | 22% | 1 | 0
COC(=O)[C@]12CCCCC=C1N(Cc1ccco1)C(=O)[C@H](CC(=O)N1CCN(C(=O)c3ccco3)CC1)C2 | 29% | 9% | 9% | -7 | 1% | ? | · | 1 | -13
Nc1c(C(=O)CSc2n[nH]c(-c3ccccc3)n2)c(=O)[nH]c(=O)n1C1CC1 | 4% | 0% | 1% | -3 | -6% | ? | -1% | 2 | 25
O=C(Nc1ccc(Oc2ccccc2)cc1)C1CC1 | ? | -19% | -6% | -5 | 11% | -17% | 4% | 1 | -20
CCOc1ccc(N(CC(=O)N2CCN(c3ccccc3OC)CC2)S(=O)(=O)c2ccc(C)cc2)cc1 | 5% | 4% | 0% | 19 | -2% | ? | -6% | 5 | i
O=S(=O)(Nc1cccc(-c2nc3cccnc3s2)c1)c1ccc2c(c1)OCCO2 | -11% | -24% | -11% | 19 | 15% | -7% | 1% | 3 | 3
Cc1cccc(NC(=O)CSc2nc(N)c(NC(=O)c3cccs3)c(=O)[nH]2)c1C | -1% | 8% | 10% | -1 | 1% | -1% | 3% | -7 | 6
COc1ccc(NS(=O)(=O)/C=C/c2ccc(OC)c(OC)c2)cc1 | -8% | -2% | -10% | 3 | 18% | ? | -2% | 3 | 9
O=C(COC(=O)c1cccnc1Cl)Nc1ccc(N2CCCCC2)cc1 | 27% | 7% | 10% | -27 | 8% | ? | -1% | -4 | -7
C=CCOc1ccccc1CNc1ccc2[nH]c(=O)[nH]c2c1 | -18% | 4% | 5% | 14 | 8% | 11% | -2% | 0 | 23
Cc1c(C(=O)C(=O)NCC2CCCO2)c2ccccc2n1C (configuration not stated) | 2% | 24% | 28% | -14 | -5% | 2% | -8% | 3 | -18
C(=N\NC1=NCCN1)/c1ccncc1 | 6% | 5% | 3% | -27 | -2% | 13% | -12% | -2 | -2
CC(NC(=O)c1ccc(F)cc1)c1ccc2c(c1)CCCC2 (configuration not stated) | -5% | -5% | -9% | 45 | 1% | -4% | 0% | 6 | -4
CCCCNC(=O)c1ccc2c(c1)S(=O)(=O)c1ccccc1C2=O | ? | 1% | 12% | 1 | 30% | -5% | -6% | 13 | -26
O=C(Nc1ccc(C(=O)N2CCOCC2)cc1)C1CC1 | 0% | -2% | -1% | 0 | 0% | 0% | ? | -20 | 6
COc1ccc(S(=O)(=O)n2cccc2)c(OC)c1 | -2% | -22% | -4% | -25 | 0% | -3% | -29% | 4 | 35
COc1ccc(CCNC(=O)c2ccc(NC(=O)CC3SC(N4CCCCC4)=NC3=O)cc2)cc1OC (configuration not stated) | -26% | 6% | 0% | -7 | 8% | 11% | -35%[inhibitor] | 0 | -54*
COc1cccc(CNC(=O)CCC2CCCN(C3CCOCC3)C2)c1 (configuration not stated) | 10% | -1% | 5% | 2 | 6% | 0% | -1% | 0 | 17
COc1ccc(NC(=O)NCc2cccnc2)c(OC)c1 | -1% | 5% | -1% | -4 | 3% | 23% | -3% | -2 | 1
Cc1nnsc1Sc1ccccc1 | 7% | ? | 17% | 11 | 10% | ? | -2% | 5 | -7
CCOc1ccc(N2C(=O)/C(=C\c3ccc(O)c(OC)c3)S(=O)(=O)C2c2cccc([N+](=O)[O-])c2)cc1 (configuration not stated) | -1% | 7% | -1% | 2 | -4% | -3% | -60%[inhibitor] | -2 | -2
O=C(CN1C(=O)c2ccccc2C1=O)Nc1ccc(-c2nc3ccccc3o2)cc1 | 8% | ? | 27% | 2 | 2% | 1% | -2% | -3 | 2
CCOc1ccc(N(C)S(=O)(=O)c2c[nH]c(C(=O)OC)c2)cc1 | -17% | -9% | 0% | 2 | 3% | -1% | 15% | 7 | 0
CC(=O)N1c2ccc(S(=O)(=O)N3CCCC3C(=O)NCc3ccc(Cl)cc3)cc2CC1C (configuration not stated) | -10% | -13% | -8% | -19 | 10% | 1% | -3% | -2 | -7
COc1ccc(/C=C/C(=O)Nc2ccccc2)cc1S(=O)(=O)N1CCOCC1 | -26% | -10% | -4% | -2 | 11% | -7% | -2% | 0 | -28
CC(C)NC(=O)COc1ccc(Cl)cc1Cl | -6% | 0% | -3% | 8 | 0% | ? | 16µM* | 6 | ?
CCN(Cc1ccncc1)C(=S)Nc1ccccc1 | 4% | -18% | -15% | 16 | 0% | ? | -5% | 3 | 11
COCCNc1oc(/C=C/c2cccc(OC)c2)nc1S(=O)(=O)c1ccccc1 | -1% | -6% | -2% | -9 | -1% | -19% | · | -1 | -29
O=C(C1CCN(S(=O)(=O)c2ccc(Br)s2)CC1)N1CCN(c2ccccc2)CC1 | -26%&-11% | -5% | -23% | -2 | 11% | ? | 4% | 2&0 | -27
O=c1oc(/C=C/c2ccccc2)nc2sc3c(c12)CCC3 | 0% | 2% | 20% | 10 | 3% | 0% | -3% | -1 | -1
O=C(Nc1ccc(N2C(=O)C3CCCCC3C2=O)cc1Cl)c1cccs1 (configuration not stated) | 4% | 9% | 0% | 5 | 13% | 29% | -2% | -4 | 11
COC(=O)c1ccc(NC(C)C(=O)OC)c([N+](=O)[O-])c1 (configuration not stated) | 18% | 28% | 1% | -12 | 0% | 0% | 0% | 10 | -4
CCCCN(C(=O)COC(=O)c1nc2nc(C)cc(C)n2n1)C1CCS(=O)(=O)C1 (configuration not stated) | 7% | 3% | 14% | -1 | -2% | 5% | 1% | 9 | 15
O=C(Nc1ccc(F)cc1)Nn1cnnc1 | 0% | -9% | 3% | -3 | -2% | 0% | -2% | -4 | 2
COC(=O)C[C@H](NC(=O)Cn1cnc2c(OCc3ccccc3)ncnc21)C(=O)OC | 7% | 3% | -1% | 29 | 10% | 0% | -2% | 1 | 90
O=C(c1cccc(-n2cccc2)c1)N1CCN(S(=O)(=O)c2ccccc2)CC1 | -2% | 5% | -5% | 7 | 6% | -1% | -562%[inhibitor] | 7 | 22
CC1(C(=O)NS(=O)(=O)c2cccc(Cl)c2)CCN1C(=O)c1cccc2ccccc12 (configuration not stated) | -8% | 18% | 6% | 15 | -4% | -3% | · | 4 | 39
CN(CC1COc2ccccc2O1)C(=S)Nc1ccccc1F (configuration not stated) | -2% | 1% | 2% | -13 | 4% | -16% | 0% | 0 | -19
NC(=O)c1ccsc1NC(=O)CCS(=O)(=O)c1ccc(Cl)cc1 | 0% | -1% | 6% | -11 | -7% | -16% | 15% | 2 | 1
COc1cccc(CN2CCN(C(=O)c3cccc4ccccc34)CC2)c1 | -7% | 6% | 11% | 9 | 8% | -6% | -42%[inhibitor] | -8 | -18
CC(C)(C)OC(=O)N/N=C/c1ccc(Br)cc1 | 14% | 0% | -1% | -1 | 0% | -14% | -1% | 0 | 0
CCn1nnc(-c2ccccc2NC(=O)c2cc(OC)cc(OC)c2)n1 | -12% | 12% | -2% | 15 | -2% | -8% | 17% | 27 | -9
O=C(NCCCN1CCCC1=O)c1nnc(Cc2c(F)cccc2Cl)o1 | 7% | 5% | 11% | 8 | -11% | -24% | -5% | 10 | -1
CCCCc1ccc(-c2nc(-c3ccncc3)no2)cc1 | 0% | 25% | 26% | 29 | 6% | -2% | -2% | 13 | 0
CC(C)NC(=O)CCS(=O)(=O)c1cccc2nonc12 | 1% | 10% | 16% | 9 | -1% | 6% | -16% | 1 | -1
CC(C)(C)C(=O)Cn1c(=O)n(-c2ccc(F)cc2F)c(=O)c2sccc21 | 17% | 9% | 25% | -9 | 13% | -22% | -14% | 0 | 12
O=C(NC1=NCCS1)C1CCCCC1 | 7% | 0% | 4% | -8 | -8% | 5% | -5% | 4 | -3
Cc1ccccc1NC(=O)CSc1nc2n(n1)CCCCC2 | 10% | 16% | 9% | 0 | -2% | 3% | -7% | -4 | -7
O=C(CCC(=O)c1ccc(F)cc1)NC1CCCN(Cc2ccccc2F)C1 (configuration not stated) | -1% | 1% | 1% | -24 | -2% | -22% | 0% | -5 | 19
COc1cc(C)c(Br)cc1S(=O)(=O)N1CCCC1 | -2% | -1% | -6% | 0 | 21% | -28% | -5% | -9 | 17
CCN(CC)c1ccc(/C=N/Nc2nc3ccccc3[nH]2)c(O)c1 | ? | 6.5µM* | 8.2µM* | ? | -19% | 0% | 2.1µM* | 10 | -59*
CCOC(=O)C1=C(COC(=O)c2cccnc2SC)NC(=O)NC1C (configuration not stated) | 28% | 8% | 4% | 9 | 17% | ? | -3% | 8 | ?
COc1ccc(N2C(=O)CC(NCc3ccc(F)cc3)C2=O)cc1 (configuration not stated) | 9% | 6% | 18% | 16 | -13% | 19% | -12% | 1 | 4
O=C(NCC(=O)N1CCN(Cc2ccccc2)CC1)c1ccc(Br)o1 | -8% | 0% | 16% | 3 | 5% | -5% | 0% | 1 | 18
CC1(C)C2CCC1(C)C(NC(=O)/C=C/c1ccccc1)C2 (configuration not stated) | -15% | 2% | -18% | -12 | 4% | -35% | ? | 3 | -24
CC1(C)CC(=O)C(C=NCCO)=C(O)C1 | 5% | 16% | 26% | 5 | -11% | 12% | -4% | 3 | 4

Fetched by compound from the entries so far, 3 records:
SMILES | KB-3-1 cytotox | HT1080 IDH1KD tx | HT1080NT lethal | D3 antag | GLP1R ag | KB-V1 cytotox | SW480 rereplic | D3 ag | IL1B secr inh
COc1cc(C)c(Br)cc1S(=O)(=O)N1CCCC1 | -2% | -1% | -6% | 0 | 21% | -28% | -5% | -9 | 17
CCN(CC)c1ccc(/C=N/Nc2nc3ccccc3[nH]2)c(O)c1 | ? | 6.5µM* | 8.2µM* | ? | -19% | 0% | 2.1µM* | 10 | -59*
O=C(NCC(=O)N1CCN(Cc2ccccc2)CC1)c1ccc(Br)o1 | -8% | 0% | 16% | 3 | 5% | -5% | 0% | 1 | 18
